# Vif imaging = blocks HIV Vif function | 340,000 compounds, 0.35% hits | inhibition, % at 7.49 µM | HEK293T cells, Vif self-association by quenched fluorescence, imaging, 24 h | AID 602346; in the data active = inhibition above about 50%, passing the limit was not always enough; inconclusive = no clear call, values can overlap the other calls; inactive = below about 31%; note: some results filed as inactive read as strong as hits
# LMP1 NFkB inh = Epstein-Barr LMP1 NF-kappaB reporter inhibition; LMP1-induced NF-kappaB luciferase reporter cells, luminescence; 350,000 compounds, 0.69% hits; AID 504558; inhibition, % at 12.5 µM; in the data active = inhibition above about 41%; inconclusive = no clear call, values can overlap the other calls;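 note: 0% = neutral control wells and 100% = reference inhibitor control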
# SRC3 inh = human NCOA3 inhibition | AID 588352 | 360,000 compounds, 0.17% hits | inhibition, % at 3.6 µM | HEK293 GAL4-SRC3 luciferase reporter, luminescence;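 active = inhibition above a per-campaign cutoff, the mean of all compounds plus 3 SD, cut at about 60% in these data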;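 note: 0% = DMSO-treated cells and 100% = gossypol-treated cells at 36 µM; higher means less SRC3-driven luciferase light from the GAL4 reporter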
# LRH-1 inv ag = inverse agonists of human LRH-1 (NR5A2); O00482; HEK293T StAR-luciferase reporter, LRH-1 transfected, 24 h; inhibition, % at 3.6 µM; 360,000 compounds, 0.13% hits;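 active = inhibition above the mean inhibition of all tested compounds plus 3 SD, cut at about 73% in these data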;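 note: 0% = DMSO wells and 100% = reporter-only cells lacking LRH-1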
# Target sequence (O00482 whole entry, looked up): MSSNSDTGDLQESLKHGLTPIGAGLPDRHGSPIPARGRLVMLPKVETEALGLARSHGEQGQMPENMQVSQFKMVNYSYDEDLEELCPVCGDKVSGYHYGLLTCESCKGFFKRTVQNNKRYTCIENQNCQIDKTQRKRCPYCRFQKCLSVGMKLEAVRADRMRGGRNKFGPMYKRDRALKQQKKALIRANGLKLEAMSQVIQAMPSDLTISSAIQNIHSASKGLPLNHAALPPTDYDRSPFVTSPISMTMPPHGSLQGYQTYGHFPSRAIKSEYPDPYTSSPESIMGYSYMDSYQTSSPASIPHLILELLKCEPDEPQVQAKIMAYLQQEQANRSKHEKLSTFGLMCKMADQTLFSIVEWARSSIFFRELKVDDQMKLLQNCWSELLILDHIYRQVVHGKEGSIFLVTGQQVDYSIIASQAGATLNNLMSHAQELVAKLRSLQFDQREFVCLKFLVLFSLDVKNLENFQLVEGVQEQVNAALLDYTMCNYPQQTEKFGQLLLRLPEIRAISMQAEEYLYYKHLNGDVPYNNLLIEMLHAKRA
# TROY NFkB inh = blocks TROY-dependent signaling in reporter cells; Q293 LMP1-TROYcd NF-kB luciferase reporter, 4 h; inhibition, % at 10 µM; 360,000 compounds, 0.98% hits;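 active = compounds whose plate-normalised and pattern-corrected inhibition of the luciferase reporter signal at the single screening dose is 50% or more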
# TLR9-MyD88 inh = blocks human TLR9 binding to MyD88; CHO BLA complementation TLR9-MyD88, CCF4 FRET ratio; inhibition, % at 4.98 µM; 340,000 compounds, 0.21% hits; AID 504734;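 active = inhibition above the mean over all tested compounds plus 3 SD, cut at about 21% in these data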;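 note: 0% = DMSO only wells and 100% = clavulanate BLA inhibitor control wells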
# TRAIL sens C8 = caspase-8 TRAIL sensitization; inhibition (viability loss, TRAIL sensitization), % at 10 µM; 360,000 compounds, 1% hits; NB7+C8 cells + TRAIL, ATPlite viability luminescence;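 active = compounds causing at least 50% loss of cell viability in the single-dose screen, relative to plate controls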
# NOD2 RIPK2 PPI = NOD2-RIPK2 protein interaction inhibition; 360,000 compounds, 0.38% hits; CHO BLA complementation NOD2-RIPK2, CCF4 ratio; inhibition, % at 4.98 µM; O43353; in the data active = inhibition above about 21%;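 note: 0% = vehicle only and 100% = reference blocker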
# NCOA2 inhibitor = human SRC2 (NCOA2) inhibition | AID 651957 | inhibition, % at 9 µM | 370,000 compounds, 0.17% hits | HEK293 GAL4-SRC2 luciferase reporter, luminescence;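 active = inhibition above the mean inhibition of all tested compounds plus 3 SD, set per campaign, cut at about 52% in these data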;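 note: 0% = DMSO treated cells and 100% = cells given Gossypol at 36 µM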
# SRC1 inh = inhibitors of human steroid receptor coactivator 1 (SRC1) | Q15788 | HEK293 GAL4-SRC1 luciferase reporter, luminescence | inhibition, % at 3.6 µM | 360,000 compounds, 0.12% hits;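 active = inhibition above the campaign mean plus 3 SD, with each screening campaign given its own cutoff, cut at about 60% in these data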;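 note: 0% = DMSO treated cells and 100% = gossypol at 36 µM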
# NR2F2 inh = inhibitors of human COUP-TFII (NR2F2); P24468; HEK293T NGFI-A luciferase reporter, luminescence; inhibition, % at 8.6 µM; 370,000 compounds, 0.7% hits;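 active = inhibition above a per-plate cutoff, mean inhibition of test wells between control levels plus 3 SD, cut at about 38% in these data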;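 note: cells cotransfected with COUP-TFII expression vector driving the NGFI-A reporter; 0% = median of COUP-TF2 test wells and 100% = reporter-only cells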
# Target sequence (P24468 whole entry, looked up): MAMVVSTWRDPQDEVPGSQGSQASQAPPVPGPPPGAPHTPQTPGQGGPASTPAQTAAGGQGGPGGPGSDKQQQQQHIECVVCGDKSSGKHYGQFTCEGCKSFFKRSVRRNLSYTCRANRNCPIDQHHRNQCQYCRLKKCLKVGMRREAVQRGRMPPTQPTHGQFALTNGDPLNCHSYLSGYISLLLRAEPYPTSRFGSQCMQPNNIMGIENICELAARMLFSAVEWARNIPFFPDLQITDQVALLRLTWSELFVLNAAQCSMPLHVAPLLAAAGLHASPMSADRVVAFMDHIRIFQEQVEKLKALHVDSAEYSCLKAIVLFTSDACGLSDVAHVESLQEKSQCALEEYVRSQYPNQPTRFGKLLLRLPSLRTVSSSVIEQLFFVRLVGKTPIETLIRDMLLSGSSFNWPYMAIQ
# Active calls of the source: *; i = inactive; u = inconclusive; x = not tested or not shown. A portion of the library; the hit share may differ from the screen's.
SMILES,Vif imaging,LMP1 NFkB inh,SRC3 inh,LRH-1 inv ag,TROY NFkB inh,TLR9-MyD88 inh,TRAIL sens C8,NOD2 RIPK2 PPI,NCOA2 inhibitor,SRC1 inh,NR2F2 inh
O=C(O)C1=NN(c2c(F)c(F)cc(F)c2F)C(=O)CC1,-10,-1,-3,-9,17,-6,-13,-4,-4,4,-10
CCOc1ncccc1C(=O)Nc1ccc(S(=O)(=O)NC2=NCCCCC2)cc1,1,10,2,-7,26,-13,-12,0,-46,-19,-11
COc1ccc(-c2nc(C(N)=O)c3[nH]c(=O)n(-c4cccc(C)c4)c3n2)c(OC)c1,0,-7,1,37,0,0,-8,-2,8,-27,3
CC1Cc2ccccc2N1C(=O)CN1CCN(S(=O)(=O)c2cccs2)CC1 (stereo unspecified),-1,-11,8,0,3,1,-2,-3,5,1,-1
CC(OC(=O)Cn1cnc2c1c(=O)n(C)c(=O)n2C)C(=O)NCc1ccccc1 (stereo unspecified),x,-4,1,-31,1,-8,-7,-3,-2,-11,9
CN(C(=O)CSc1nc2ccccc2[nH]1)C1CCS(=O)(=O)C1 (stereo unspecified),-5,7,-2,-10,-11,-3,-12,5,18,10,-9
Cc1nc(N2CCCC2C(=O)O)c2oc3ccccc3c2n1 (stereo unspecified),-7,-1,-16,-1,1,-6,-12,-1,10,-4,-2
COc1ccc(NC(=O)c2ccc(C(=O)c3ccccc3)o2)cc1,6,0,-9,-77,-7,-3,22,0,-11,-44,-10
c1ccc(OCc2noc(CN3CC[C@@H]4CCCC[C@H]4C3)n2)cc1,26,-3,10,1,-21,4,4,-14,20,21,10
O=C(/C=C/c1cccc([N+](=O)[O-])c1)NCCSCc1ccco1,-8,-4,14,-12,1,8,1,-3,-2,0,-8
CC(=O)c1ccc(N2CCN(C(=O)CCCn3c(=O)[nH]c4ccsc4c3=O)CC2)cc1,-13,-11,-41,-8,6,4,-6,2,12,-10,-16
Cn1ccnc1SCC(=O)Nc1cccc(C#N)c1,21,-11,-6,-22,7,-7,-16,-11,1,1,-6
COC(=O)c1cc(NCc2cccs2)ccc1N1CCOCC1,-3,-5,7,-10,8,-1,-9,8,11,2,-9
CCOC(=O)N1CCN(C(=O)c2cnn3ccccc23)CC1,0,-5,-9,-10,-2,6,3,-3,-19,-27,-4
COc1cccc(-c2nc(CS(=O)(=O)CC(=O)N3CCc4ccccc43)c(C)o2)c1,-2,-5,0,-3,3,-12,-8,-23,23,-10,-4
CCNC(=O)C1Cc2ccccc2CN1S(=O)(=O)c1ccc(F)cc1 (stereo unspecified),2,-9,19,-8,7,-6,8,7,6,-76,-21
O=C(c1cnsn1)N1CCC(CO)(Cc2cccc(F)c2)CC1,-3,-14,-49,-78,-62,-4,5,-13,-36,-61,-21
C/C(=N\NC(=O)CSc1nc2ccccc2s1)c1ccco1,3,6,-14,1,-17,9,-8,-5,1,-31,-12
N=NC(=O)c1ccccc1Nc1c(O)[nH]c2ccccc12,-14,2,-89,-74,6,-4,91*,3,-72,-89,-31
CC(O)CNCCOc1cccc(Oc2ccccc2)c1 (stereo unspecified),-1,0,-1,10,-2,-9,6,-3,11,-6,-5

# Structural class, the compounds so far with a COOH group
SMILES,Vif imaging,LMP1 NFkB inh,SRC3 inh,LRH-1 inv ag,TROY NFkB inh,TLR9-MyD88 inh,TRAIL sens C8,NOD2 RIPK2 PPI,NCOA2 inhibitor,SRC1 inh,NR2F2 inh
O=C(O)C1=NN(c2c(F)c(F)cc(F)c2F)C(=O)CC1,-10,-1,-3,-9,17,-6,-13,-4,-4,4,-10
Cc1nc(N2CCCC2C(=O)O)c2oc3ccccc3c2n1 (stereo unspecified),-7,-1,-16,-1,1,-6,-12,-1,10,-4,-2

# Later entries.
SMILES,Vif imaging,LMP1 NFkB inh,SRC3 inh,LRH-1 inv ag,TROY NFkB inh,TLR9-MyD88 inh,TRAIL sens C8,NOD2 RIPK2 PPI,NCOA2 inhibitor,SRC1 inh,NR2F2 inh
CCc1nnc(NC(=O)c2ccc(S(=O)(=O)NCC(C)C)cc2)s1,-2,-1,7,-3,-13,0,-20,10,-3,-31,15
Cc1nc2cc(CO)ccc2n1C,21,-4,17,-10,14,0,7,-5,-14,3,9
Cc1ccc(O)c(N=Nc2ccc(S(=O)(=O)N3CCCC3)cc2)c1,6,-4,-5,3,-48,8,-4,-4,4,-1,-6
Cc1occc1-c1nnc(SCC(=O)N2CCN(c3ccccc3)CC2)n1C,-4,3,21,-1,-1,5,3,-8,1,9,6
CCOc1ccc(NC(=O)C(Cc2ccccc2)NC(=O)C2CCCCC2)cc1 (stereo unspecified),3,2,9,-19,7,-4,2,-3,-26,0,12
O=C(NCc1cccc(Cl)c1)c1ccc(-n2cncn2)c2ccoc12,1,x,-13,-17,-9,x,-12,2,-14,-5,15
COc1ccc([N+](=O)[O-])cc1NC(=S)NC(=O)C(C)(C)C,-5,6,11,20,3,2,9,-6,-9,16,7
COc1cccc(/C=N/NC(=O)NC23CC4CC(CC(C4)C2)C3)c1O,-6,x,13,3,-3,x,11,-1,x,-8,x
COc1ccccc1NC(=O)c1ccc(NC(=O)COC(=O)c2cncc(Br)c2)cc1,-4,-16,2,9,5,-1,6,-3,-15,-7,-18
CC(C)N1CC=C2C(C#N)=C(N)C(C#N)(C#N)C(c3ccccc3)C2C1 (stereo unspecified),i,-8,4,12,7,-8,0,4,-29,-15,-6
CCOC(=O)CSC1=NC(=O)/C(=C\c2ccc(OC(C)=O)cc2)S1,6,-28,-35,-30,-40,-6,3,-7,-19,-40,-29
COc1ccc(N2CCN(c3cc(C)c4ccc(C)cc4n3)CC2)cc1,-2,-1,9,10,-8,-1,-6,-20,12,-6,11
Cc1ccc2c(c1)C1C=CCC1C(C(=O)NCCCN1CCOCC1)N2 (stereo unspecified),2,-4,-2,18,3,0,13,-2,-4,-5,17
CN(Cc1ccc(C(C)(C)C)cc1)C(=O)C1CCN(C(=O)Nc2ccccc2)CC1,-14,-2,8,-13,-2,-7,11,4,11,19,15
COc1ccc(CCCc2nnc(SCC(=O)NN)o2)cc1,4,-7,13,-16,1,1,-1,-1,-11,2,1
COc1ccccc1N=C1SCC(=O)N1Cc1ccco1,22,-1,12,7,4,-1,12,-14,17,-16,6
CCOc1ccccc1N(C)C(=O)c1ccc2c(=O)n3c(nc2c1)CCCCC3,3,0,6,6,-1,5,-17,3,-2,-14,-28
Cc1ccc2c(c1)nc(-n1nc(C)cc1C)c1nnnn12,-18,-25,-35,-2,-28,4,-11,1,-46,-5,6
COc1cc(F)ccc1-c1csc(C(O)c2ccc(F)cc2)n1 (stereo unspecified),-2,x,-9,-34,-14,x,-9,-1,-1,4,-8
COc1cc(NC(=O)c2ccccn2)cc(OC)c1OC,2,5,15,14,-25,6,3,-14,20,-11,-1
Cc1cc(C)cc(-n2ncc3c2CCCC3NC(=O)CN2CCCCC2=O)c1 (stereo unspecified),20,1,7,-11,2,0,2,12,15,-21,-23
Cc1cccc(NC(=O)c2ccccc2C(=O)O)c1,-3,-2,10,-4,-28,-1,-13,-18,-9,19,7
COc1ccc(S(=O)(=O)N(CC(=O)NCc2ccco2)c2ccccc2)cc1,-1,-8,-4,2,-22,-12,-1,-3,0,-18,7
CC(=O)c1ccc(NC(=O)CSc2nc3nn(-c4ccccc4)c(=O)c-3c3n2CCCCC3)cc1,-2,13,-44,14,2,-7,2,-3,2,-9,-4
CCOc1ccc(NC(=O)C2CCN(S(=O)(=O)c3c(C)n[nH]c3C)CC2)cc1,-13,4,8,6,-6,-16,-6,-2,-8,-5,2
O=C(O)c1ccc2c(c1)c1c3n2CCNC3CCC1 (stereo unspecified),-6,1,-30,16,1,-4,-8,-8,-1,-1,9
O=C(N/N=C/c1cccc(O)c1)c1ccc(COc2ccccc2Br)cc1,1,5,-3,-4,29,-9,-3,-1,-25,-9,-26
C[C@H]1CN([C@@H](C)CO)C(=O)c2cccc(NC(=O)C3CC3)c2O[C@H]1CN(C)Cc1ccc(-c2ccccc2)cc1,-5,-1,-28,14,1,3,5,-5,-15,3,-2
COc1ccc(CN2CCC(n3nccc3NC(=O)C3CCCC3)CC2)cc1,7,2,7,-8,0,-5,0,-4,-5,-1,-2
CN(C)c1cccc(C(=O)Nc2cccc(F)c2)c1,0,-7,-113,-103,-37,3,-14,-4,-67,-79,-24
CCN1/C(=C/c2cc[n+](C)cc2)C=Cc2cc(C)ccc21,10,30,59,28,15,-12,29,-7,1,15,4
Oc1ccc(/C=N/NC(=S)N2CCOCC2)cc1,7,-15,-64,-53,11,3,29,-8,-49,-46,-24
COc1cc(=O)n(C)c2ccccc12,8,-3,23,-9,-3,1,-17,-6,-1,-6,-27
CCOC(=O)c1cc(-c2ccc(OC(F)F)cc2)nc2nc(SC)[nH]c(=O)c12,0,3,5,-19,-21,1,5,-2,-13,-6,-13
COc1cc(NC(=O)c2ccc(-c3csc(C)n3)cc2)c(OC)cc1Cl,64*,-7,-27,-5,-23,-8,25,-1,-29,-6,4
O=C(NCCS(=O)(=O)N1CCN(c2ccccc2F)CC1)c1c(F)cccc1F,-8,6,-7,14,-4,-3,-11,-6,-4,5,-4
COc1ccc(C(=O)NN(C)c2nc(-c3ccccc3)nnc2C(F)(F)F)cc1,-9,0,14,12,13,0,20,-5,3,-4,1
Cc1ccc(N2C(=O)CC(Cn3nc(C)cc3C)C2=O)cc1 (stereo unspecified),10,-15,3,-19,8,-2,0,-11,9,5,-1
COc1cccc(CNC(=O)CCC2CCCN(Cc3ccc(OC(F)F)cc3)C2)c1 (stereo unspecified),1,17,16,13,2,1,12,-4,-16,4,26
COc1cc(/C=N/Nc2nc3ccccc3o2)cc(OC)c1O,-1,-3,-32,-90,-27,-8,7,-2,0,-67,-25
Cn1cc(-c2csc(C(O)(c3ccccc3)C(F)(F)F)n2)cn1 (stereo unspecified),12,x,-15,-11,-18,x,-7,-11,-11,4,-10
CCOC(=O)C1CCN(Cc2cnc(Oc3ccc(C(C)(C)C)cc3)s2)CC1,-2,-2,14,6,7,-1,4,-7,-1,0,5
CC(OC(=O)C1COc2ccccc2O1)C(=O)N(C)c1ccccc1 (stereo unspecified),22,-1,8,-1,11,-9,-18,-4,8,6,11
COc1ccc(C(=O)N=C2SC3CS(=O)(=O)CC3N2Cc2ccc(F)cc2)cc1 (stereo unspecified),-5,-4,11,-5,-19,-5,11,-5,2,3,12
O=C1CC(C(=O)Nc2ccc(F)c(Cl)c2)N=C(N2CCCCC2)N1 (stereo unspecified),3,-2,4,-18,-17,-15,-11,-3,-17,-27,-1
O=C(CCC(=O)N/N=C/c1cc(Cl)cc(Cl)c1O)NCc1ccccc1,-11,14,15,6,18,14,-2,-8,-6,7,13
Cc1ccc(-c2nnc(Cc3ccc([N+](=O)[O-])cc3)o2)cc1,u,-37,-76,-113,-23,7,8,-3,-62,-65,-25
Cc1ccc(NC(=O)CC2=NC(=O)C(CC(=O)Nc3ccccc3C)S2)cc1 (stereo unspecified),-3,-25,-21,13,-11,-1,-9,6,-26,-3,-6
Cc1ccc(C(=O)c2sc3c(c2N)c(=O)[nH]c(=O)n3CCc2ccccc2)cc1,-2,8,1,40,-4,-6,-2,3,-11,-27,-1

# Source: PubChem BioAssay (several laboratories)
